Screening results: PubChem, Sanford-Burnham Center for Chemical Genomics
mIAP inh = blocks mouse intestinal alkaline phosphatase. purified mouse IAP, CDP-Star luminescence, 30 min. inhibition, % at 10 µM. 330,000 tested, 0.2% active;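 active means inhibition of at least 40% at 10 µM in the primary screen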;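 further: plate controls were DMSO with enzyme for no effect and no enzyme wells for full effect; values of inactives mirror those of a sister screen read the other way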
MIN6 prolif = induces beta-cell replication in MIN6 cells | MIN6 cells proliferation, ATPlite luminescence, 48 h; cells starved in 0.2% serum; 100% = growth in 10% serum | proliferation, % at 10 µM | 330,000 tested, 0.29% active | AID 2380;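 active means compounds whose signal lies at least 3.5 SD above the mean of all wells on their plate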;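 further: 0% = DMSO-treated cells in low-serum medium and 100% = 10% serum control; some compounds called inactive have numbers as strong as hits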
mIAP act = mouse IAP activation. muIAP, CDP-Star luminescence, 30 min; hits give high values; 1 = vehicle-only enzyme signal, 0 = enzyme-free wells. activation factor at 10 µM. 330,000 tested, 0.24% active. AID 2805;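 active means activation factor of at least 2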; further: the source names both 10 and 20 µM as test concentration; values of inactives mirror those of a sister screen read the other way
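System: Mouse IAP enzyme | Also added: CDP-Star substrate | Dosing: Compounds dispensed in DMSO | Schedule: 30 min enzyme-substrate-compound incubation at room temperature | Technique: Chemiluminescence readout | Control set: DMSO-only wells and no-enzyme negative control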
ATG4B inhibitor = ATG4B (human) cysteine protease inhibition; Q9Y4P1; ATG4B cleavage of LC3-PLA2, NBD-HPC fluorescence, 1 h; inhibition, % at 8.33 µM; 340,000 tested, 0.51% active; in the data active means inhibition above about 40%
Target sequence (Q9Y4P1 whole entry, looked up): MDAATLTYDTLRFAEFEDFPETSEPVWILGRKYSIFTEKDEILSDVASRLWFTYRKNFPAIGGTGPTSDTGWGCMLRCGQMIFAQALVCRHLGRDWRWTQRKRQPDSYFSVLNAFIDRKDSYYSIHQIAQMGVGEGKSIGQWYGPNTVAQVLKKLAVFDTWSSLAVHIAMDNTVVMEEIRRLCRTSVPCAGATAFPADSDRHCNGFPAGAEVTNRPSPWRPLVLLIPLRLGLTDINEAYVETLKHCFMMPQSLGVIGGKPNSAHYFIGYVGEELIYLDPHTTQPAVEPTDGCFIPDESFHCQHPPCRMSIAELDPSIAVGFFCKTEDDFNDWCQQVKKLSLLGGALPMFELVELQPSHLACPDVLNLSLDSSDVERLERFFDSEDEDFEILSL
MPTP block = inhibitors of mitochondrial permeability transition pore. isolated mouse mitochondria, Ca2+ swelling absorbance, 30 min. inhibition, % at 10 µM. 360,000 tested, 1.4% active. AID 602449;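 active means inhibition of 50% or more, scaled per plate between neutral and stimulator controls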;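 further: 0% = DMSO wells given calcium and 100% = 1 mM EGTA wells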
hIAP act = human IAP activation | P09923 | purified human IAP, CDP-Star luminescence, 30 min; hits give high values; 1 = vehicle-only enzyme, 0 = enzyme-free background | activation factor at 10 µM | 330,000 tested, 0.16% active | AID 2524;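 active means activation factor of the enzyme at least 2-fold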; further: the source names both 10 and 20 µM as test concentration; values of inactives mirror those of a sister screen read the other way
APOBEC3G inh = inhibitors of human APOBEC3G DNA deaminase. Q9HC16. 330,000 tested, 0.28% active. inhibition, % at 20 µM. AID 493012. recombinant A3G, ssDNA deamination FAM/TAMRA fluorescence;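 active means inhibition of at least 40% at 20 µM, with no more than 30% in the related APOBEC3A deaminase screen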;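 further: plate controls were DMSO wells with A3G for no effect and wells lacking A3G enzyme for full effect; some compounds called inactive have numbers as strong as hits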
hIAP block = human IAP inhibition; P09923; purified IAP, CDP-Star luminescence, 30 min; inhibition, % at 10 µM; 330,000 tested, 0.12% active;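 active means inhibition reaching a set limit with compound at 10 µM in the primary screen, cut at about 35% in these data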;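 further: plate controls were DMSO wells with enzyme for no effect and no-enzyme buffer wells for full effect; values of inactives mirror those of a sister screen read the other way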
A3A deaminase = human APOBEC3A DNA deaminase inhibition; P31941; recombinant A3A, FAM/TAMRA ssDNA deamination fluorescence; inhibition, % at 20 µM; 330,000 tested, 0.41% active;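 active means at least 40% inhibition at 20 µM here, with at most 30% in a related deaminase screen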;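 further: plate controls were A3A with DMSO for no effect and wells lacking A3A enzyme for full effect; some results filed as inactive read as strong as hits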
Target sequence (P31941 whole entry, looked up): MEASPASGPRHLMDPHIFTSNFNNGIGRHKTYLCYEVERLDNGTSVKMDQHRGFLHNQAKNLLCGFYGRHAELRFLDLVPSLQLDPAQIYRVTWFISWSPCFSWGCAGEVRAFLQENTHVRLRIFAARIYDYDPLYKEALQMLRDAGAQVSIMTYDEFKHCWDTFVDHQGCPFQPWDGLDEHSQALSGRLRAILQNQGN
* = called active by the depositor; . = no result given.

compound,MIN6 prolif,mIAP act,A3A deaminase,hIAP block,MPTP block,mIAP inh,hIAP act,ATG4B inhibitor,APOBEC3G inh
CCOCCCNC(=O)C1CCN(S(=O)(=O)c2ccc3nc4c(c(C(=O)O)c3c2)CCCCC4)CC1,-6,0.96,-3,12,-1.5,4,0.88,-1,-4
COCCNC(=O)/C(C#N)=C/c1ccc(-c2ccc(OC)cc2[N+](=O)[O-])o1,-4,0.98,-15,13,-0.6,2,0.87,-2,-7
Oc1c(C(c2ccccc2)N2CCCCC2)sc2ncnn12 (stereo not given),4,0.93,-5,18,-1.7,7,0.82,-2,-8
CC(=O)Nc1nc2ccc(NC(=O)c3ccco3)cc2s1,-5,1.1,-4,-16,0.8,-12,1.2,-5,-6
Cc1ccccc1-n1c(C)cc(/C=C2/C(=N)N3C(c4ccccc4)=CSC3=NC2=O)c1C,-5,0.86,-4,12,-1.2,14,0.88,3,-3
COc1cc2c(cc1NC(=O)COC(=O)[C@@H](NS(=O)(=O)c1cccc(Cl)c1)C(C)C)oc1ccccc12,-2,0.86,4,3,0.2,14,0.97,47*,-3
CCOC(=O)C(C)Sc1nc2c(c(=O)[nH]c(=O)n2C)n1CCc1ccccc1 (stereo not given),0,0.98,0,10,-1.1,2,0.9,3,6
Cc1ccc(NC(=O)Cn2nnc(C(=O)Nc3ccc(C)c(C)c3)c2N)cc1,-3,0.88,-1,-2,5.9,12,1,-15,-8
CC12CCC(=O)N1C(C(=O)OCC(=O)Nc1cc(S(=O)(=O)N3CCCCC3)ccc1Cl)CS2 (stereo not given),-1,0.99,0,-10,1.7,1,1.1,-11,-4
CCOC(=O)CSc1nnc(CNc2cccc(Cl)c2)n1-c1ccccc1,-2,1,-4,-4,2.1,-2,1,-5,-8
Cc1ccc(S(=O)(=O)NC(C)C(=O)Nc2ccc(C(N)=O)cc2)cc1 (stereo not given),-2,1,-1,20,-2.8,-2,0.8,-9,0
CCCCN(C(=O)CC1CCCCC1)c1c(N)n(CC(C)C)c(=O)[nH]c1=O,1,1.1,1,6,0.2,-6,0.94,-9,-3
CC(=O)/C=C\c1ccc(OC(=O)c2cccnc2)cc1,-1,0.99,-2,-16,0.6,1,1.2,-5,-2
COc1ccc(NC(=O)CN(c2ccccc2)S(=O)(=O)N(C)C)cc1Cl,0,0.95,-3,0,0.0,5,1,-9,-5
O=c1oc2ccccc2c2c1ncn2-c1ccccc1,-1,0.99,0,12,-1.9,1,0.89,-5,-4
CCOC(=O)Cc1cc(=O)n2[nH]c(C)c(-c3ccc(OC)cc3)c2n1,-2,0.88,-5,-2,-0.9,12,1,-2,-6
COc1ccccc1OCCOc1ccc(C(=O)c2ccccc2)cc1,-2,0.95,1,17,1.1,5,0.83,-3,0
CC(OC(=O)CCN=C1NS(=O)(=O)c2ccccc21)C(=O)Nc1ccc(F)cc1Cl (stereo not given),1,1,2,6,-1.4,-1,0.94,-12,-8
CCOc1ccc(CCNC(=O)Cn2ccc3cc(S(=O)(=O)N4CCCC4)ccc32)cc1,-5,1.1,-1,-11,1.5,-9,1.1,1,2
O=C(Nc1sc2c(c1C(=O)O)CCC2)c1cccs1,-4,0.79,0,-1,-1.1,21,1,2,18
CS(=O)(=O)Nc1cccc(C2=NN(S(C)(=O)=O)C(c3ccccc3)C2)c1 (stereo not given),1,0.99,3,4,3.1,0,0.96,-13,5
CC(C)C1Nc2ccc(C(=O)O)cc2C2C=CCC21 (stereo not given),-2,0.99,40*,-13,-3.6,1,1.1,15,28
COC(=O)[C@]1(Cc2ccccc2)N[C@H](CN(C)C(=O)Nc2ccc(F)cc2)[C@@H]2C(=O)N(Cc3ccccc3)C(=O)[C@@H]21,-4,1.1,-4,-13,1.9,-6,1.1,-10,-9
Cc1ccc(-n2[nH]c(C)c(/C=C3/C=Nc4ccccc43)c2=O)cc1C,-2,0.89,-1,-3,0.7,11,1,-6,-3
CC(=O)c1ccc(NC(=O)COc2ccccc2C(=O)Nc2ccccc2)cc1,-2,0.93,-4,10,4.7,7,0.9,4,-8
CN(CC(=O)Nc1cc(S(=O)(=O)N2CCCCCC2)ccc1Cl)Cc1ccc2c(c1)OCO2,-6,1,-3,-32,-0.7,0,1.3,-47,-9
COc1ccc(NC(=O)c2ccc(COc3ccccc3)o2)cc1,-1,1,-6,4,-1.4,-5,0.96,1,-7
CCCC(C)NC1=NCCCCC1 (stereo not given),-3,0.95,0,10,2.0,5,0.9,3,-2
COc1ccc(C(=O)N/C(=C\c2ccco2)C(=O)NC2CCS(=O)(=O)C2)cc1 (stereo not given),0,1.1,-2,-16,-0.3,-6,1.2,-7,-3
Cc1cccc(NC(=S)NNC(=O)c2nn(C)cc2Cl)c1,1,0.95,-3,-4,0.4,5,1,4,-4
Cc1cc(NC(=O)C(C)SCC(=O)N(C)CC(=O)Nc2ccc(Br)cc2C)no1 (stereo not given),7,0.96,3,-19,1.0,4,1.2,1,-2
O=S(=O)(NCc1ccco1)c1ccc2ccccc2c1,-2,0.96,-1,7,-1.7,4,0.93,-5,-8
COc1ccc(CNC(=O)CCCCCn2c(SCC#N)nc3cc4c(cc3c2=O)OCO4)cc1,-4,1,-4,-3,6.7,-3,1,-9,-5
O=C(c1ccccc1[N+](=O)[O-])N1CCC(Cc2ccccc2)CC1,1,1,3,5,-0.9,-4,0.95,-2,3
CS(=O)(=O)Nc1ccc(-c2n[nH]c(=S)n2-c2ccccc2)cc1,-2,0.98,-4,1,-0.3,2,0.99,0,25
CCC1CN(C(=O)N2CCC(C(=O)NCCc3ccccc3)CC2)c2ccccc2O1 (stereo not given),1,1.1,2,-36,0.2,-7,1.4,-1,-4
O=C(NCCCn1ccnc1)C(=O)NCC(c1ccco1)N1CCN(c2ccc(F)cc2)CC1 (stereo not given),-1,1.1,-2,-17,1.0,-10,1.2,-6,-5
CCOc1ccc(S(=O)(=O)N2CCC(C(=O)N3CCc4ccccc4C3)CC2)cc1,-5,1.1,0,6,-1.9,-12,0.94,27,-8
Fc1ccccc1COc1ccccc1CNCc1ccncc1,-1,0.94,-3,-20,-0.1,6,1.2,-1,-8
COc1ccc(OCCSc2ncn[nH]2)cc1,-3,0.99,5,-18,0.3,1,1.2,-5,0
CC(C)Cc1nc(SCC(=O)N2CC(C)OC(C)C2)c2c(=O)n(C)c(=O)n(C)c2n1 (stereo not given),1,0.99,-4,-12,0.6,1,1.1,0,-9
O=C(COC(=O)/C=C/c1ccccc1)NCC1CCCO1 (stereo not given),-1,1,1,5,1.5,0,0.95,-9,-6
O=C(Nc1ccccc1N1CCOCC1)c1ccc(Cl)nc1,0,0.9,1,2,-2.4,10,0.98,7,-1
Cc1c(C(=O)N2CCN(c3ccccc3)CC2)sc2ncnc(N3CCC(C)CC3)c12,-2,0.96,0,2,.,4,0.98,.,-4
CC(C)N(CCNC(=O)C1CCN(S(=O)(=O)N2CCOCC2)CC1)Cc1ccccc1,3,0.96,-1,-20,-0.8,4,1.2,-3,0
c1ccc2sc(N3CN(CCN4CCOCC4)CN(c4nc5ccccc5s4)C3)nc2c1,-2,1.2,-5,-20,-1.3,-16,1.2,-15,-6
CCOC(=O)C(C)(C)N(Cc1ccc(Cl)cc1)S(=O)(=O)c1ccc(Cl)c([N+](=O)[O-])c1,-6,0.98,-2,24,.,2,0.76,.,-6
Cc1ccc(C(=O)NCCc2cc3ccc(C)c(C)c3[nH]c2=O)cc1[N+](=O)[O-],-2,0.96,4,18,1.4,4,0.82,-2,4
Cc1ccc(S(=O)(=O)N2CCCC2CNC(=O)C(=O)Nc2ccc(F)cc2)cc1 (stereo not given),0,1,0,4,-1.8,-1,0.96,-9,-3
Nc1nc(N2CCOCC2)cc(=O)[nH]1,-4,0.93,-3,-5,0.9,7,1.1,-9,-6
O=C(Nc1nccs1)C(c1ccccc1)N1CCCCC1 (stereo not given),0,1,-1,0,0.2,-5,1,-6,-3
CC(CC(=O)O)CC(=O)Nc1ccccc1C(=O)O (stereo not given),0,0.91,2,7,-3.8,9,0.93,-5,-1
COCCCn1c(SCC(=O)n2c(C)c(C)c3ccccc32)nnc1-c1ccoc1C,-2,1,9,-1,2.2,-3,1,-8,8
c1ccc(Nc2cc(Nc3ccccc3)[nH]n2)cc1,-4,1,3,12,2.9,0,0.88,-10,-3
N#Cc1nc(-c2cccs2)oc1N1CCN(Cc2ccccc2)CC1,-1,0.87,0,-18,-0.2,13,1.2,2,-1
CN1CCCC1CCNc1ccc2oc3ccccc3c(=O)c2c1 (stereo not given),-2,0.97,-3,14,.,3,0.86,5,-5
O=C(NNC(=O)c1ccc(Cl)c([N+](=O)[O-])c1)c1ccncc1,-4,1.1,-2,-12,0.3,-7,1.1,-2,-3
CC1Cc2cc(-c3csc(NC(=O)Cc4cccs4)n3)ccc2N1S(C)(=O)=O (stereo not given),-5,1.2,-2,-8,1.1,-20,1.1,-11,-7
CCN(Cc1ccncc1)C(=O)c1cc(COc2ccc(C)c(C)c2)on1,-1,0.99,1,-6,2.0,1,1.1,4,-6
CCC(CC)C(=O)c1c[nH]c(C(=O)NCc2ccco2)c1,-3,1,0,0,0.1,0,1,2,-2
CC(C)C[C@@H](CO)N1CCN(Cc2ccc([N+](=O)[O-])cc2)CCC1=O,4,1.1,0,-2,0.2,-8,1,-5,-1
